AID inhibitor: inhibitors of human activation induced cytidine deaminase | AID deamination FRET fluorescence, UDG-coupled, 4 h | 91,000 compounds, 0.32% hits | AID 1347428 | Q9GZX7 | Potency, µM (doses to about 115 µM), for inactives: at the top dose activity change, negative = inhibition, most hits filed as inhibitors; note: nearly all actives have a fitted effect of over 25% in size
Target sequence (Q9GZX7 whole entry, looked up): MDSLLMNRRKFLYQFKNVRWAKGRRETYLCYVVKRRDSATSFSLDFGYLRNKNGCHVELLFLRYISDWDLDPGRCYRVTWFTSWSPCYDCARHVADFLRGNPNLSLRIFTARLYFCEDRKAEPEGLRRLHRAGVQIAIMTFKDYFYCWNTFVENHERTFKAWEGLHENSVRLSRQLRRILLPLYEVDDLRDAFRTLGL
UDG counter: blocks uracil-DNA glycosylase in AID counter-screen; FRET deamination/UDG coupled assay, UDG read, 4 h; 91,000 compounds, 0.14% hits; Potency, µM (doses to about 115 µM), for the others: at the highest dose activity change, negative = inhibition, most hits filed as inhibitors; note: nearly all actives have a fitted effect of over 65% in size
Numbers without * were called inactive; [ ] = remark or other dose. Calls come from the whole dose curve; as a rule, active = well fitted curve in the direction sought with a large enough effect; inconclusive = small, poorly fitted or top-dose-only effect, or another doubt; inactive = no such curve, though single readings can be large; an effect the other way counts as inactive or inconclusive. % is set by controls: 0 for no effect and ±100 for the full control effect; potency is the fitted concentration of half-maximal effect. Only part of the results is shown (hit frequency here may not be typical).

Preview, two compounds:
`O=C(Cn1c(-c2cccs2)cc2ccccc21)N1CCN(c2ccc(Cl)cc2)CC1` gave AID inhibitor 13% and UDG counter 4%.
Screening O=C(/C=C/c1ccccc1O)c1ccc2ccccc2c1 returned AID inhibitor -5% and UDG counter -7%.

All compounds of this part, previewed entries included:
`O=C(Cn1c(-c2cccs2)cc2ccccc21)N1CCN(c2ccc(Cl)cc2)CC1` gave AID inhibitor 13% and UDG counter 4%.
Screening O=C(/C=C/c1ccccc1O)c1ccc2ccccc2c1 returned AID inhibitor -5% and UDG counter -7%.
Screening CSc1ccc(/C=C/C(=O)Nc2ccccc2-c2cccs2)cc1 returned AID inhibitor 5% and UDG counter 7%.
Screening CC(C)(CO)NC(=O)c1ccc(Cl)cc1Cl returned AID inhibitor 12% and UDG counter -5%.
O=C1Nc2cc(C(=O)N3CCN(c4ccccc4)CC3)ccc2N2CCCCC12 (stereo not drawn) was read as AID inhibitor -3% and UDG counter -6%.
`CCS(=O)(=O)c1nc(S(=O)(=O)c2ccc(Cl)cc2)c(NCc2ccccc2Cl)s1` gave AID inhibitor -27% and UDG counter -15%.
Screening CCOC(=O)c1cc(NC(=O)c2ccc(F)cc2)c(=O)n2c1oc1ccc(Cl)cc12 returned AID inhibitor 6% and UDG counter 9%.
Screening Clc1ccc(-c2ccn[nH]2)cc1 returned AID inhibitor 1% and UDG counter -4%.
`CCc1ccc(CNC(=O)c2cc(Cl)c(NC(=O)C3=C(C)OCCS3)cc2OC)cc1` gave AID inhibitor -2% and UDG counter 3%.
CCN(CC)S(=O)(=O)c1cc(NC(=O)c2[nH]c(C)c(C(=O)OC)c2C)ccc1C was read as AID inhibitor -9% and UDG counter -9%.
Screening Cc1ccccc1NC(=O)CSc1cn(CC(=O)N2CCCCCC2)c2ccccc12 returned AID inhibitor -1% and UDG counter -3%.
For O=C(/C=C/c1ccc(Cl)cc1Cl)Nc1ccc(-c2ccccc2)cc1 the results were AID inhibitor -11% and UDG counter -1%.
`COc1ccc(C(C)=O)cc1COC(=O)c1c(F)cccc1Cl` gave AID inhibitor -5% and UDG counter 1%.
For CCOC(=O)/C(C#N)=C\NC(C)=O the results were AID inhibitor -6% and UDG counter 0%.
`C/C(=N\NC(=O)c1cccc2ccccc12)c1ccc(C)s1` gave AID inhibitor -2% and UDG counter -2%.
Screening Cc1oc(-c2ccccc2)nc1CC(=O)N(C)Cc1ccco1 returned AID inhibitor 2% and UDG counter -4%.
COc1ccc(CCNC(=O)CCn2c(=O)c3ccccc3n(Cc3cc(C)ccc3C)c2=O)cc1OC was read as AID inhibitor -14% and UDG counter 4%.
COc1ccc(OC)c(CNC(=O)C2CCN(S(=O)(=O)c3cn(C)cn3)CC2)c1 was read as AID inhibitor -4% and UDG counter -10%.
`COc1ccc(CC(=O)NCCc2csc(-c3cccc(C)c3)n2)cc1` gave AID inhibitor -8% and UDG counter 4%[57.5 µM].
Screening Cc1ccc(C)c(N=C/C(C(=O)C(F)(F)F)=C(\O)c2cccs2)c1 returned AID inhibitor 3% and UDG counter 2%.
Cc1[nH]c(=O)[nH]c(=O)c1S(=O)(=O)Nc1ccc(F)cc1F was read as AID inhibitor -1% and UDG counter -3%.
CCCN(CCC)CCNC(=O)COCc1cc(-c2cccs2)on1 was read as AID inhibitor -2% and UDG counter 8%.
Cc1cc(C)cc(NC(=O)CCn2c(=O)n(C)c3ccccc32)c1 was read as AID inhibitor -2% and UDG counter -13%.
For Cc1ccc(C)c(N2CCN(S(=O)(=O)c3ccc(-c4cnc(C)o4)cc3)CC2)c1 the results were AID inhibitor -20% and UDG counter -12%.
`N#Cc1ccc(COc2ccccc2C(N)=O)cc1` gave AID inhibitor 0% and UDG counter 3%.
`CC(C)(C)c1ccc(CCC2OCC(CN3CCCCC3)O2)cc1` (stereo not drawn) gave AID inhibitor -4% and UDG counter 3%.
For COc1cn(CC(=O)Nc2c(C)cc(C)cc2C)c(CN2CCCCC2)cc1=O the results were AID inhibitor -7% and UDG counter -1%.
For Cc1ccc(NC(=O)Cn2c(=O)n(Cc3ccco3)c(=O)c3oc4ccccc4c32)cc1C the results were AID inhibitor 6% and UDG counter 3%.
Screening COc1cc(NC(=O)C2=C(C)OCCS2)c(Cl)cc1C(=O)NCc1cccc(C)c1 returned AID inhibitor -6% and UDG counter 0%.
Screening O=C(NCc1cccc(F)c1)c1nc(-c2ccc(Br)o2)no1 returned AID inhibitor 7% and UDG counter 2%.
`O=C(CN1C(=O)COc2ccc(S(=O)(=O)N3CCCCCC3)cc21)N1CCN(c2ccccc2)CC1` gave AID inhibitor -3% and UDG counter 10%.
CCCC(O)(C(N)=O)c1ccccc1 (stereo not drawn) was read as AID inhibitor -13% and UDG counter -4%.
Screening CCOc1ccc(C(=O)Nc2ccc3oc(-c4cccnc4)nc3c2)cc1 returned AID inhibitor -10% and UDG counter -2%.
`Cn1nc(C2CC2)c2c(C(F)(F)F)cc(-c3ccc(Cl)c(Cl)c3)nc21` gave AID inhibitor -2% and UDG counter -11%.
For CC(=O)/C=C1\C(=O)N(C)c2ccccc21 the results were AID inhibitor 0% and UDG counter 5%.
CC(=O)N1CCCc2cc(S(=O)(=O)N3CCC(C(=O)NCc4ccccc4)CC3)ccc21 was read as AID inhibitor 3% and UDG counter 16%.
CSc1ccc(/C=N/Nc2ccc(F)cc2)cc1 was read as AID inhibitor -10% and UDG counter -1%.
For CC(C)c1ccccc1NC(=O)/C=C/c1ccc(F)cc1 the results were AID inhibitor 2% and UDG counter 0%.
Screening Cc1cccc(C(=O)Nc2ccc(C(=O)OCc3cc(=O)n4c5c(sc4n3)CCCC5)cc2)c1 returned AID inhibitor 10% and UDG counter -4%.
CCc1cccc(NC(=O)c2c(N3CCCC3=O)c3cc(C)ccc3n2C)c1 was read as AID inhibitor -3% and UDG counter -10%.
COC(=O)C1=C(C(=O)OC)SC(=C(Cl)C(=S)Sc2ccccc2)S1 was read as AID inhibitor -4% and UDG counter -9%.
`CCOc1cc(N)c(Br)cc1OCC` gave AID inhibitor 11% and UDG counter -1%.
For CCc1ccc(NC(=O)c2ccc3c(=O)n4nc(Nc5ccccc5C)sc4nc3c2)cc1 the results were AID inhibitor -24% and UDG counter -19%.
Screening COc1cc(C(C)=O)ccc1OCc1c(F)cccc1Cl returned AID inhibitor 1% and UDG counter -2%.
For CC(=O)c1ccc(NC(=O)CC2Oc3ccc(C)cc3NC2=O)cc1 (stereo not drawn) the results were AID inhibitor 5% and UDG counter -1%.
For Cc1ccc(-n2c(SCC(=O)Nc3c(C)cccc3C)nc(O)c(C)c2=O)cc1 the results were AID inhibitor -1% and UDG counter 2%.
For CCc1cc2c(cc3c(=O)n(CC(=O)NC(C)c4ccccc4)ncn32)s1 (stereo not drawn) the results were AID inhibitor 10% and UDG counter -2%.
Screening CCCNc1c(NS(=O)(=O)c2ccc3[nH]c(=O)oc3c2)c(=O)oc2ccccc12 returned AID inhibitor -8% and UDG counter 5%.
`CCN(CC)CCCNC(=O)C1CCN(S(=O)(=O)CC)CC1` gave AID inhibitor 3% and UDG counter -4%[57.5 µM].
For Cc1ccc(Nc2c(-c3ccc(N4CCOCC4)cc3)nc3c(C)cccn23)cc1 the results were AID inhibitor 21% and UDG counter -17%.

Fetched by structure from above:
For Cc1ccc(Nc2c(-c3ccc(N4CCOCC4)cc3)nc3c(C)cccn23)cc1 the results were AID inhibitor 21% and UDG counter -17%.
Screening CCCNc1c(NS(=O)(=O)c2ccc3[nH]c(=O)oc3c2)c(=O)oc2ccccc12 returned AID inhibitor -8% and UDG counter 5%.
For CCc1cc2c(cc3c(=O)n(CC(=O)NC(C)c4ccccc4)ncn32)s1 (stereo not drawn) the results were AID inhibitor 10% and UDG counter -2%.
For Cc1ccc(-n2c(SCC(=O)Nc3c(C)cccc3C)nc(O)c(C)c2=O)cc1 the results were AID inhibitor -1% and UDG counter 2%.
For CCc1ccc(NC(=O)c2ccc3c(=O)n4nc(Nc5ccccc5C)sc4nc3c2)cc1 the results were AID inhibitor -24% and UDG counter -19%.
Screening COc1cc(C(C)=O)ccc1OCc1c(F)cccc1Cl returned AID inhibitor 1% and UDG counter -2%.

Other compounds:
CC1C(c2cccs2)=[N+]([O-])C(C)(c2ccc(Cl)cc2)N1O (stereo not drawn) was read as AID inhibitor -5% and UDG counter 1%.
For O=C(CCn1ccc2cc(S(=O)(=O)N3CCCCC3)ccc21)N1CCOCC1 the results were AID inhibitor -10% and UDG counter 23%.
For CCOC(=O)c1c(C)oc2nc(C)nc(N(C)Cc3ccccc3)c12 the results were AID inhibitor inconclusive and UDG counter -14%.
`COc1cccc(C(=O)N2c3ncnn3C3(CCCCC3)[C@@H]3CCCC[C@@H]32)c1` gave AID inhibitor -14% and UDG counter 0%.
CCOc1ccccc1/C=C1/Cc2c(O)cccc2C1=O was read as AID inhibitor -3% and UDG counter -2%.
`Cc1ccc(NC(=O)Cn2ncn3c(cc4ccccc43)c2=O)cc1C` gave AID inhibitor 20% and UDG counter -6%.
For O=C(CC1N=C2c3ccccc3N=C(SCc3cccc(Cl)c3)N2C1=O)NCc1ccc2c(c1)OCO2 (stereo not drawn) the results were AID inhibitor inconclusive and UDG counter 23%.
For COc1ccc(-c2nc3cc(NC(=O)c4cccc(Br)c4)ccc3o2)cc1 the results were AID inhibitor -18% and UDG counter 5%.
For Cc1ccc2[nH]c3c(=O)n(CC(=O)N(C)Cc4ccccc4)ncc3c2c1 the results were AID inhibitor 9% and UDG counter 0%.
Screening CC(C)NC(=O)c1ccc(CSCc2ccccc2Cl)o1 returned AID inhibitor -6% and UDG counter -7%.
Cc1ccc(N2CCN(C(=O)c3nn(C)c4c3CCc3sccc3-4)CC2)c(C)c1 was read as AID inhibitor inconclusive and UDG counter -5%.
`Cc1ccc(C23CC4CC(CC(C(=O)Nc5ccc(F)cc5F)(C4)C2)C3)cc1` gave AID inhibitor -4% and UDG counter -1%.
For CCc1cc(CC)n(-c2nc3c(c(=O)n(C)c(=O)n3C)n2C)n1 the results were AID inhibitor -6% and UDG counter 0%.
For Clc1ccc(-c2nnc(COc3nncc4ccccc34)o2)cc1 the results were AID inhibitor -10% and UDG counter -10%.
For O=C(CN1C(=O)COc2ccc(S(=O)(=O)N3CCOCC3)cc21)N1CCN(c2ccccc2)CC1 the results were AID inhibitor 29% and UDG counter 16%.
CSc1ccc(CCNC(=O)CCc2c(C)nc3c(-c4ccccc4)c(C)nn3c2C)cc1 was read as AID inhibitor 0% and UDG counter 6%.
`CCOc1ccc(OCC)c(NC(=O)C2CCCN(S(=O)(=O)c3cc(Br)cc4c3N(C(=O)CC)CC4)C2)c1` (stereo not drawn) gave AID inhibitor -8% and UDG counter -4%.
`Cn1c(CC(=O)Nc2ccccc2F)nnc1SCC(=O)Nc1ccc2ccccc2c1` gave AID inhibitor -5% and UDG counter 19%.
`COc1ccc(C(=O)Nc2ccc(C(=O)OCc3cc(=O)n4nc(C5CC5)sc4n3)cc2)cc1` gave AID inhibitor -23% and UDG counter 1%.
Screening O=S(=O)(/N=c1\ssc(-c2ccccc2)c1Cl)c1ccccc1 returned AID inhibitor 6% and UDG counter 0%.
`Cc1nc(C2(NC(=O)CCn3c(=O)n(C)c4ccccc43)CCCCC2)no1` gave AID inhibitor 0% and UDG counter -4%.
For O=C(/C=C/c1c(Cl)cccc1Cl)c1cccc(O)c1 the results were AID inhibitor -5% and UDG counter 8%.
CCN(C(=O)CSc1nnc(N2CCOCC2)n1-c1ccccc1)C1=CCCC1 was read as AID inhibitor -3% and UDG counter -5%.
COc1cccc(OCCSc2nc3ccccc3n2CC(=O)N2CCCCC2)c1 was read as AID inhibitor -23% and UDG counter -22%.
O=C(Nc1ccc(O)c(-c2nc3ccccc3o2)c1)c1sc2ccccc2c1Cl was read as AID inhibitor 4% and UDG counter -21%.
`COc1ccc(OC)c(S(=O)(=O)NCCS(=O)(=O)N2CCN(c3ccccc3)CC2)c1` gave AID inhibitor 0% and UDG counter -3%.
`O=C(NC1CCC(C(F)(F)F)CC1)c1ccc(Cl)nc1` (stereo not drawn) gave AID inhibitor 1% and UDG counter -4%.
Screening CCOc1ccc2ccccc2c1C=O returned AID inhibitor -6% and UDG counter 0%.
Screening Fc1ccc(N2CCN(c3ncnc4[nH]ncc34)CC2)cc1 returned AID inhibitor -1% and UDG counter -4%.
`Cc1ccc(SC(C)C(=O)Nc2ccc(F)cc2F)cc1` (stereo not drawn) gave AID inhibitor -1% and UDG counter -2%.
For COc1cc(/C=C(\C#N)C(=O)c2ccc(O)c(O)c2)cc(I)c1O the results were AID inhibitor -27% and UDG counter 4%.
For Cc1cc(=O)oc2cc3occ(-c4ccc(-c5ccccc5)cc4)c3cc12 the results were AID inhibitor 5% and UDG counter 1%.
For CNC(=O)c1c(NC(=O)c2ccc(S(=O)(=O)N3CCCCC3C)cc2)sc2c1CCC2 (stereo not drawn) the results were AID inhibitor -1% and UDG counter -11%.
Screening COC(=O)c1ccc(CNC(=O)c2nccnc2N)cc1 returned AID inhibitor -7% and UDG counter -9%.
Cc1ccc(Cl)cc1-n1c(=O)c2sc3ccccc3c2n(CC(=O)NC2CCCCC2)c1=O was read as AID inhibitor -4% and UDG counter 2%.
Screening CCc1ccc(CNC(=O)C2CCCN(c3nn4cc(-c5ccc(F)cc5)nc4s3)C2)cc1 (stereo not drawn) returned AID inhibitor 1% and UDG counter -13%.
Screening COc1ccc(-c2cn3c(n2)sc2cc(C(=O)Nc4ccc(C)c(C)c4)ccc23)cc1 returned AID inhibitor -6% and UDG counter -4%[57.5 µM].
For CCc1nn(CC(=O)N2CCN(c3cccc(C)c3C)CC2)c(=O)c2cc3occc3n12 the results were AID inhibitor -5% and UDG counter -12%.
COc1ccccc1Cc1nc2ccccc2nc1SCC(=O)Nc1c(C)cccc1C was read as AID inhibitor 9% and UDG counter -11%.
COc1ccccc1N1CCN(C(=O)CN2C(=O)COc3ccc(S(=O)(=O)N4CCCCCC4)cc32)CC1 was read as AID inhibitor -16% and UDG counter -15%.

Screens: PubChem BioAssay, National Center for Advancing Translational Sciences (NCATS)
